Source: PubChem BioAssay (Broad Institute)
BioA inh: blocks M. tuberculosis BioA enzyme activity; inhibition, % at 9.99 µM; purified M. tuberculosis BioA enzyme, plate reader; 360,000 compounds, 0.096% hits; in the data active means inhibition above about 40%
Starred values were filed as active, the others as inactive. Some of the compounds tested. The share of hits here may be higher or lower than overall.

nr	SMILES	BioA inh
1	COc1ccc(CN(C)C[C@@H]2Oc3ccc(NC(=O)NC(C)C)cc3CC(=O)N([C@H](C)CO)C[C@H]2C)cc1	-3.2
2	C[C@H]1CN([C@@H](C)CO)C(=O)Cc2cc(NC(=O)c3ccncc3)ccc2O[C@@H]1CN(C)S(=O)(=O)c1ccc(F)cc1	-0.8
3	C[C@@H]1CCCCO[C@@H](CN(C)C(=O)Nc2ccccc2)[C@H](C)CN([C@@H](C)CO)C(=O)c2cc(NC(=O)Nc3ccc4c(c3)OCO4)ccc2O1	1.0
4	O=C(C[C@H]1CC[C@H]2[C@@H](COC[C@@H](O)CN2C(=O)c2ccncc2)O1)NCc1cccc(F)c1	-3.0
5	C[C@@H]1CN([C@@H](C)CO)C(=O)c2cc(NC(=O)Nc3ccc4c(c3)OCO4)ccc2O[C@@H](C)CCCCO[C@H]1CN(C)C(=O)C1CCCCC1	2.1
6	COc1ccc(NC(=O)N2CCCCN3[C@@H](CO)[C@H](c4ccc(-c5ccccc5F)cc4)[C@@H]3C2)cc1	0.3
7	CC(C)NC(=O)N(C)C[C@@H]1Oc2ccc(NS(=O)(=O)c3cccs3)cc2CC(=O)N([C@@H](C)CO)C[C@H]1C	-1.5
8	CCNC(=O)Nc1ccc2c(c1)C(=O)N(C)[C@@H]1CC[C@@H](CC(=O)NCc3ccccc3F)O[C@H]1CO2	-3.9
9	CNC[C@@H]1Oc2ccc(NC(=O)Nc3ccc4c(c3)OCO4)cc2C(=O)N([C@H](C)CO)C[C@@H]1C	1.9
10	CCN(C[C@@H]1N[C@@H](CO)[C@@H]1c1ccc(-c2ccc(F)cc2)cc1)C(=O)COC	3.2
11	C[C@H]1CN([C@@H](C)CO)S(=O)(=O)c2ccc(-c3ccncc3)cc2O[C@H]1CN(C)Cc1cccnc1	4.8
12	CC(C)C#Cc1ccc([C@H]2[C@H]3CN(C(=O)c4ccc(F)cc4)CCCCN3[C@H]2CO)cc1	-0.9
13	CCC(=O)NC[C@H]1[C@H](c2ccccc2)[C@H](CO)N1C(=O)C1CCC1	-2.8
14	O=C(C[C@H]1C=C[C@@H](NC(=O)Nc2ccc(F)cc2)[C@@H](CO)O1)NCc1cccc(F)c1	-1.2
15	COc1ccc(S(=O)(=O)N(C)C[C@@H]2Oc3c(NC(=O)C4CC4)cccc3C(=O)N([C@@H](C)CO)C[C@H]2C)cc1	-0.6
16	C[C@@H]1CN([C@H](C)CO)C(=O)c2cc(NC(=O)C3CC3)ccc2O[C@H]1CN(C)C(=O)Nc1ccccc1	-0.6
17	C[C@@H]1CN([C@@H](C)CO)C(=O)c2cccc(NC(=O)C3CCCCC3)c2O[C@H]1CN(C)Cc1ccc(C(=O)Nc2ccccc2N)cc1	1.0
18	CC(C)NC(=O)Nc1cccc2c1O[C@H](CN(C)C(=O)Nc1ccc(C(F)(F)F)cc1)[C@@H](C)CN([C@@H](C)CO)C2=O	2.0
19	CO[C@H]1CN(C)C(=O)c2ccc(NC(C)=O)cc2OC[C@@H](C)N(Cc2ccc(F)cc2)C[C@H]1C	6.4
20	COc1ccc(-c2cnc3c(c2)C(=O)N([C@H](C)CO)C[C@H](C)[C@H](CN(C)S(=O)(=O)c2ccc(F)cc2)O3)cc1	-1.5
21	O=C(N[C@@H]1CC[C@@H](CCn2cc(-c3ccccn3)nn2)O[C@@H]1CO)c1cccnc1	-1.4
22	CCNC(=O)[C@H]1[C@H](CO)[C@H]2Cn3c(cccc3=O)[C@H]2N1Cc1ccccc1Cl	-3.2
23	O=C(C[C@@H]1C[C@H]2c3cc(NS(=O)(=O)c4ccc(F)cc4)ccc3O[C@H]2[C@H](CO)O1)NCc1ccc(Cl)cc1	-0.1
24	COc1cccc(C#Cc2ccc([C@@H]3[C@H](C#N)N(C(=O)C4CC4)[C@H]3CO)cc2)c1	-1.0
25	CO[C@@H](CN(C)S(=O)(=O)c1cn(C)cn1)[C@@H](C)CN(C(=O)Nc1ccc(C(F)(F)F)cc1)[C@@H](C)CO	-3.1
26	Cc1ccc(-c2cnc3c(c2)C(=O)N([C@H](C)CO)C[C@H](C)[C@H](CN(C)C(=O)c2ccccc2)O3)cc1	-1.5
27	CC(C)NC[C@@H]1[C@H](c2ccc(C3=CCCCC3)cc2)[C@H](CO)N1S(C)(=O)=O	-2.0
28	C[C@@H]1CN([C@H](C)CO)S(=O)(=O)c2ccc(-c3ccccc3)cc2O[C@H]1CN(C)C(=O)c1ccccc1F	-0.5
29	O=C(NCC(F)(F)F)[C@H]1[C@H](CO)[C@H]2Cn3c(cccc3=O)[C@H]2N1C(=O)C1CCC1	-2.5
30	C[C@@H]1CN([C@H](C)CO)C(=O)c2cc(NS(=O)(=O)c3ccc(Cl)cc3)ccc2O[C@H]1CN(C)C	-5.2
31	O=C(C[C@H]1CC[C@H](NC(=O)Nc2cccc(F)c2)[C@H](CO)O1)NCC1CCCCC1	2.9
32	O=C(C[C@H]1C=C[C@@H](NC(=O)C2CC2)[C@H](CO)O1)NC1CCC1	-0.4
33	COc1ccc(CN(C)C[C@@H]2OCCCC[C@H](C)Oc3ccc(NC(=O)Nc4ccc5c(c4)OCO5)cc3C(=O)N([C@H](C)CO)C[C@H]2C)cc1	0.2
34	O=C(N[C@@H]1CC[C@@H](CCn2cc(-c3ccccn3)nn2)O[C@H]1CO)c1cccnc1	2.0
35	O=C(C[C@@H]1C=C[C@@H](NC(=O)c2ccc(F)cc2)[C@@H](CO)O1)NCCc1ccccc1	-2.6
36	C[C@H]1CCCCO[C@H](CN(C)S(=O)(=O)c2ccccc2)[C@@H](C)CN([C@@H](C)CO)C(=O)c2cc(NC(=O)Nc3ccccc3)ccc2O1	-1.1
37	C[C@H](CO)N1C[C@H](C)[C@H](CN(C)Cc2ccc(-c3ccccc3)cc2)Oc2ccc(NC(=O)Cn3cnnn3)cc2C1=O	1.4
38	CCCC(=O)Nc1ccc2c(c1)C(=O)N(C)[C@@H]1CC[C@@H](CC(=O)N3CCc4ccccc4C3)O[C@@H]1CO2	0.8
39	Cc1ccc(S(=O)(=O)Nc2cccc3c2O[C@@H](CN(C)Cc2ccc4c(c2)OCO4)[C@H](C)CN([C@@H](C)CO)C3=O)cc1	-0.7
40	COCC#Cc1cnc2c(c1)C(=O)N([C@@H](C)CO)C[C@H](C)[C@@H](CN(C)C(=O)Nc1cccc(F)c1)O2	13.7

Given with each value named: part of the list above.
34. O=C(N[C@@H]1CC[C@@H](CCn2cc(-c3ccccn3)nn2)O[C@H]1CO)c1cccnc1
- BioA inh = 2.0

35. O=C(C[C@@H]1C=C[C@@H](NC(=O)c2ccc(F)cc2)[C@@H](CO)O1)NCCc1ccccc1
- BioA inh = -2.6

(further entries)
nr	SMILES	BioA inh
41	CC(C)C#Cc1ccc([C@@H]2[C@@H](CO)N3CCCCN(C(=O)NC(C)C)C[C@@H]23)cc1	-0.6
42	COCC(=O)N1[C@@H]2CN(C(=O)Nc3ccccc3F)c3ccccc3[C@@H]2[C@@H]1CO	-0.5
43	Cc1ccc(S(=O)(=O)N[C@@H]2CC[C@H](CCNC(=O)c3ccc4c(c3)OCO4)O[C@H]2CO)cc1	3.8
44	C/C=C/c1ccc2c(c1)O[C@@H](CN(C)C(=O)c1ccc(F)cc1)[C@@H](C)CN([C@@H](C)CO)S2(=O)=O	7.5
45	CCCNC(=O)C[C@H]1CC[C@H]2[C@H](COc3ccc(NC(=O)c4ccc5c(c4)OCO5)cc3C(=O)N2C)O1	-0.2
46	O=C(C[C@H]1CC[C@@H]2[C@H](COC[C@H](O)CN2C(=O)Nc2ccccc2)O1)NCCc1ccncc1	1.5
47	Cc1ccc(S(=O)(=O)N[C@H]2CC[C@@H](CCNC(=O)C3CC3)O[C@H]2CO)cc1	-5.3
48	CO[C@@H]1CN(C)C(=O)c2cc(NC(C)=O)ccc2OC[C@H](C)N(C(=O)c2ccc(F)cc2)C[C@@H]1C	-1.9
49	COc1ccc(CN2C[C@H](O)COC[C@@H]3O[C@@H](CC(=O)N(C)C)CC[C@H]32)cc1	-1.8
50	CO[C@H]1CN(C)C(=O)c2cc(NC(=O)c3cnccn3)ccc2OC[C@@H](C)NC[C@@H]1C	5.1

Five compounds already listed, ordered by molecular weight, smallest number first:
nr	SMILES	BioA inh
47	Cc1ccc(S(=O)(=O)N[C@H]2CC[C@@H](CCNC(=O)C3CC3)O[C@H]2CO)cc1	-5.3
41	CC(C)C#Cc1ccc([C@@H]2[C@@H](CO)N3CCCCN(C(=O)NC(C)C)C[C@@H]23)cc1	-0.6
46	O=C(C[C@H]1CC[C@@H]2[C@H](COC[C@H](O)CN2C(=O)Nc2ccccc2)O1)NCCc1ccncc1	1.5
43	Cc1ccc(S(=O)(=O)N[C@@H]2CC[C@H](CCNC(=O)c3ccc4c(c3)OCO4)O[C@H]2CO)cc1	3.8
45	CCCNC(=O)C[C@H]1CC[C@H]2[C@H](COc3ccc(NC(=O)c4ccc5c(c4)OCO5)cc3C(=O)N2C)O1	-0.2

The results go on.
nr	SMILES	BioA inh
51	COc1ccc(-c2ccc([C@H]3[C@H](C#N)N(C(=O)c4cccnc4)[C@H]3CO)cc2)cc1	0.7
52	CS(=O)(=O)N1[C@H](C#N)[C@@H](c2ccc(C#CC3CC3)cc2)[C@@H]1CO	0.3
53	CC(C)c1cn(CC[C@H]2CC[C@@H](NC(=O)C3CC3)[C@H](CO)O2)nn1	-0.6
54	O=C(C[C@H]1CC[C@H]2[C@@H](COC[C@@H](O)CN2C(=O)c2cccnc2)O1)NCc1ccc(-c2ccccc2)cc1	-1.8
55	C[C@H](CO)N1C[C@H](C)[C@@H](CN(C)Cc2ccc3c(c2)OCO3)Oc2ccc(NC(=O)Nc3ccccc3)cc2C1=O	-0.6
56	C[C@@H]1CN([C@H](C)CO)C(=O)c2cc(NS(=O)(=O)c3cn(C)cn3)ccc2O[C@@H](C)CCCCO[C@H]1CN(C)C	-1.2
57	COc1ccc(S(=O)(=O)Nc2ccc3c(c2)C(=O)N([C@H](C)CO)C[C@H](C)[C@@H](CN(C)C(=O)Nc2ccc(F)cc2)OCCCC[C@@H](C)O3)cc1	-8.7
58	CCNC(=O)C[C@@H]1C=C[C@@H](NS(=O)(=O)c2ccc(C)cc2)[C@H](CO)O1	-2.0
59	Cc1ccc(S(=O)(=O)Nc2ccc3c(c2)C(=O)N([C@H](C)CO)C[C@H](C)[C@H](CN(C)C(=O)NC(C)C)OCCCC[C@H](C)O3)cc1	2.3
60	N[C@H]1CC[C@H](CCn2cc(-c3cccc(F)c3)nn2)O[C@@H]1CO	-6.7
61	C[C@H]1CN([C@@H](C)CO)S(=O)(=O)c2ccc(-c3ccccc3)cc2O[C@@H]1CN(C)Cc1cncnc1	0.8
62	O=C([C@H]1[C@H](CO)[C@H]2Cn3c(ccc(-c4ccncc4)c3=O)[C@@H]1N2Cc1cccnc1)N1CCOCC1	-2.4
63	O=C(CC(F)(F)F)N1C[C@H]2[C@@H](c3ccccc31)[C@H](CO)N2C(=O)C1CCCC1	0.0
64	O=C(O)C[C@H]1C[C@H]2c3cc(NC(=O)CC4CC4)ccc3O[C@H]2[C@@H](CO)O1	-0.7
65	CCCC(=O)Nc1ccc2c(c1)C(=O)N(C)[C@H]1CC[C@H](CC(=O)NCCCN(C)C)O[C@@H]1CO2	4.0
66	O=C(NCC[C@H]1CC[C@@H](NS(=O)(=O)c2ccc(F)cc2)[C@H](CO)O1)Nc1ccc(Cl)cc1	3.3
67	COc1ccccc1NC(=O)N[C@H]1C=C[C@@H](CC(=O)NCc2ccc(Cl)c(Cl)c2)O[C@@H]1CO	1.8
68	CC=Cc1ccc2n(c1=O)C[C@@H]1[C@@H](CO)[C@H](C(=O)N3CCOCC3)N(Cc3ccccc3OC)[C@H]21 (mixture of isomers)	-1.4
69	Cc1noc(C)c1NC(=O)N(C)C[C@H]1Oc2ccc(NC(=O)Nc3ccc(F)cc3)cc2C(=O)N([C@H](C)CO)C[C@H]1C	5.6
70	C[C@H]1CCCCO[C@H](CN(C)C(=O)Nc2cccc3ccccc23)[C@@H](C)CN([C@@H](C)CO)C(=O)c2cc(NC(=O)Nc3cccc4ccccc34)ccc2O1	-2.1
71	COc1ccc(S(=O)(=O)N(C)C[C@H]2OCCCC[C@H](C)Oc3ccc(NS(=O)(=O)c4ccc(C)cc4)cc3C(=O)N([C@@H](C)CO)C[C@@H]2C)cc1	0.2
72	COc1ccc(NC(=O)N(C)C[C@@H]2Oc3ccc(NC(=O)C4CC4)cc3CC(=O)N([C@H](C)CO)C[C@H]2C)cc1	-1.4
73	CCCN(C)C[C@H]1OCCCC[C@H](C)Oc2ccc(NC(=O)Nc3cccc4ccccc34)cc2C(=O)N([C@@H](C)CO)C[C@H]1C	2.8
74	COCC(=O)Nc1ccc2c(c1)[C@H]1C[C@@H](CC(=O)N[C@H](C)c3ccccc3)O[C@H](CO)[C@H]1O2	-2.7
75	Cc1ccc(S(=O)(=O)Nc2cccc3c2O[C@@H](CN(C)C)[C@H](C)CN([C@H](C)CO)C3=O)cc1	-1.8
76	C[C@@H]1CN([C@H](C)CO)C(=O)c2cc(NC(=O)CCN3CCOCC3)ccc2O[C@@H]1CN(C)C(=O)Nc1ccccc1	-2.2
77	C[C@H]1CCCCO[C@H](CN(C)S(C)(=O)=O)[C@@H](C)CN([C@@H](C)CO)C(=O)c2cc(NC(=O)c3ccncc3)ccc2O1	0.1
78	C[C@@H]1CN([C@H](C)CO)S(=O)(=O)c2ccc(C3=CCCC3)cc2O[C@@H]1CN(C)C(=O)Cc1ccncc1	-0.6
79	C[C@@H]1CN([C@@H](C)CO)C(=O)CCCn2nncc2CO[C@H]1CN(C)C(=O)Nc1ccc(C(C)(C)C)cc1	-1.1
80	COc1cccc(C(=O)N2C[C@H]3[C@@H](c4ccccc42)[C@@H](CO)N3Cc2ccccc2F)c1	-2.6
81	COc1ccccc1C#Cc1cnc2c(c1)C(=O)N([C@@H](C)CO)C[C@H](C)[C@@H](CN(C)C)O2	2.4
82	COc1ccc(S(=O)(=O)Nc2cccc3c2O[C@@H](CN(C)Cc2ccc(-c4ccccc4)cc2)[C@@H](C)CN([C@@H](C)CO)C3=O)cc1	0.8
83	CCC(=O)N[C@@H]1CC[C@@H](CC(=O)NCCN2CCCCC2)O[C@H]1CO	0.1
